# Screens deposited in PubChem BioAssay by several laboratories.
# AI-2 QS modul = Vibrio harveyi AI-2 quorum sensing modulators, primary screen, JMH597 strain, luminescence/OD600 ratio | Vibrio harveyi JMH597 AI-2 luminescence/OD600 ratio, 9 h; active compounds read low; strain lacks LuxN and CqsS sensors; 0 = neutral-control median | activity change, % at 7.5 µM | 0.4% of 300,000 active; in the data active = activity change below about -75%, passing the limit was not always enough; inconclusive = no clear call, values can overlap the other calls;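 note: luminescence divided by OD600 gain over 9 h not by final OD600 alone; inactives centre near 13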
# KLF5 inh = KLF5 expression inhibitors, primary screen, DLD-1 cells, luminescence; AID 1700, 2009; DLD-1 KLF5 promoter-luciferase reporter; inhibition, % at 5 µM; 0.23% of 290,000 active;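 active = inhibition above a per-plate limit of that plate's mean compound inhibition plus 3 SD, cut at about 60% in these data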;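 note: 0% = DMSO wells and 100% = LY294002 at 200 µM; higher means less KLF5 promoter-driven luciferase light; inactives centre near -14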
# HSP90 inh = HSP90 inhibitors, primary screen, cell lysate, luminescence; inhibition, % at 5.6 µM; 0.91% of 290,000 active; AID 1789, 2009; Heat shock protein HSP 90 (rabbit reticulocyte lysate; luciferase refolding); Rabbit reticulocyte lysate, luciferase refolding luminescence, 3 h;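 active = inhibition above the screen-wide mean plus 3 SD, computed separately per campaign, cut at about 16% in these data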;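 note: 0% = DMSO wells and 100% = 60 µM geldanamycin wells; inhibitors lower the luminescence because luciferase stays unfolded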
# SKKanGAS inh = S. pyogenes SKKanGAS growth inhibitors in kanamycin, primary screen, streptokinase expression inhibitor project, SKKanGAS strain, BacTiter-Glo luminescence; 6 h; inhibition, % at 7.5 µM; 1.3% of 300,000 active;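 active = mean replicate score, as percent of positive control median, at least 50; inconclusive = mean below 50 but one replicate at or above 50; inactive = mean and every replicate below 50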;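 note: strain carries kanamycin resistance gene driven by streptokinase promoter and grows in 40 µg/ml kanamycin; loss of luminescence reflects streptokinase promoter inhibition or plain growth inhibition; 0% = median of DMSO wells and 100% = positive control at its reference dose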
# HSF1 activator = HSF-1 activators, primary screen, NIH3T3-HGL cells, MG132 stress, luminescence, single point; NIH3T3-HGL HSF-1 luciferase reporter, 8 h; 100% = twice DMSO control signal; activation, % at 9 µM; 1.7% of 300,000 active;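 active = mean replicate activation of at least 50% with a set share of replicates each reaching 50%; inconclusive = only one of those two conditions met; inactive = mean below 50% and too few replicates reaching it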;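 note: 0% = median of the neutral control wells and 100% = twice that signal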
# HSF1 inhib = HSF1 inhibitors in luciferase reporter cells, primary screen, cell-based, NIH3T3, luminescence; NIH3T3-HGL HSE-luciferase, MG132-induced, luminescence 8 h; active compounds read low; activity change, negative = inhibition, % at 7.5 µM (by protocol); 0.77% of 300,000 active;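 active = more than half of replicate wells show activity change below -50%, luminescence cut by over half; inconclusive = some wells, but at most half, below -50%; inactive = no replicate well below -50%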;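 note: luciferase reports HSF-1 transcriptional activity via heat shock element; 0% = median of DMSO wells and -100% = zero luminescence signal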
# aSyn UTR inh = MLPCN primary screen, SNCA 5' untranslated region. alpha-synuclein 5'UTR reporter, inhibitor activity. inhibition, % (tested at 7.5 µM). 0.82% of 300,000 active; in the data active = inhibition above about 60%; inconclusive = no clear call, values can overlap the other calls;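 note: H4 neuroglioblastoma cells stably carrying SNCA 5'UTR luciferase fusion; 0% = DMSO wells and 100% = positive control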
# Platelet DG rel = inhibitors of platelet dense granule secretion, primary screen, cell-based, MLPCN, human platelets; human platelet-rich plasma, SFLLRN dense granule ATP release, luminescence; inhibition, %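 (compounds screened at 7.5 µM in platelet-rich plasma)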; 0.22% of 300,000 active; AID 1663, 2009;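 active = mean replicate score, as percent of positive control, at or above 50; inconclusive = mean below 50 but at least one replicate at or above 50; inactive = mean and every replicate below 50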
# HIF act = HIF pathway transcriptional activators, primary screen, cell-based, U2OS HRE-luciferase, luminescence | U2OS HRE-luciferase reporter; normalized: DMSO 0%, desferrioxamine 100% | activation, % at 7.5 µM (by protocol) | 0.32% of 300,000 active | AID 1910, 2009;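 active = mean activation of at least 10% of the iron chelator positive control signal, with at least half of replicates also reaching 10%; inconclusive = mean and replicate majority disagree about reaching 10%; inactive = mean and most replicates under 10%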
# IEC-6 cytotox = cytotoxicity in IEC-6 intestinal epithelial cells, primary screen, cytotoxicity control for KLF5 inhibitor project, cell-based, luminescence | AID 1825, 2009 | IEC-6 cytotoxicity, luminescence viability | inhibition, % at 5 µM | 0.78% of 290,000 active; in the data active = inhibition above about 22%;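 note: 0% = plate median of test compound wells and 100% = cytotoxic reference compound wells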
# The depositor's hits bear a star; ? = inconclusive; / = not tested or not shown. An unsorted share of the library, and some 6% of all compounds hit somewhere here.
SMILES,AI-2 QS modul,KLF5 inh,HSP90 inh,SKKanGAS inh,HSF1 activator,HSF1 inhib,aSyn UTR inh,Platelet DG rel,HIF act,IEC-6 cytotox
CCc1ccc(NC(=O)NNC(=O)c2ccc3ccccc3c2O)cc1,4,-22,-5,23,-10,-4,-2,1,-0.3,-4
COc1ccc(CCn2c(=N)c(S(=O)(=O)c3ccc(Cl)cc3)cc3c(=O)n4ccccc4nc32)cc1,4,-10,-1,11,17,4,0,-18,-0.1,-6
O=C(COC(=O)CC1CC2CCC1C2)NC(=O)NC1CCCC1 (stereo not given),26,-18,1,-10,-2,-3,-3,-7,0.2,-6
CC(C)NS(=O)(=O)c1ccc(Br)c(C(=O)OC(C)C(=O)NC2CCCCC2C)c1 (stereo not given),7,/,/,-1,10,10,-8,7,-0.2,/
Cc1ccc2c(c1)C1CN(C)CCC1N2C(=O)c1ccccc1NS(=O)(=O)c1ccc(F)cc1C (stereo not given),10,13,0,3,-10,-1,-2,-1,-0.3,0
Cc1ccc(C)c2sc(NC(=O)c3nc4ccccc4s3)nc12,18,-16,2,0,13,9,-34,2,-0.2,0
Cn1c2ccccc2c(=O)c2ccc(C#CC3(N)CCCCC3)cc21,18,-55,34*,-1,-41,-43,-16,1,0.2,5
COC(=O)c1ccc(N2CCN(C(C)=O)CC2)c(NC(=O)COc2ccccc2C)c1,27,-14,8,0,-72,-64*,-16,2,-0.6,0
CCOc1ccc(S(=O)(=O)Nc2cccc(OC)c2)cc1,16,-12,5,0,-2,0,-5,3,0.0,-4
CCCCN(C(=O)NC(=O)Nc1cccc(C)c1C)S(C)(=O)=O,10,17,0,11,-2,-8,-92,10,-0.1,-8
COc1ccc(S(=O)(=O)N(CC(=O)N/N=C/c2cccs2)c2cc(C)cc(C)c2)cc1OC,16,-43,1,11,-10,-5,14,1,0.1,-8
COc1ccc(CCNC(=O)c2cnn(-c3ccc(C)c(C)c3)c2NC(=O)c2ccco2)cc1OC,1,19,-1,-1,-4,-3,-5,18,0.0,6
COC(=O)c1ccc(NC(=O)COc2cccc3c2OC(C)(C)C3)cc1,-4,/,/,-3,-5,-4,7,-13,-0.1,/
N#CCSc1ccc2nc(-c3ccccc3)cn2n1,24,-141,-8,16,36,25,-104,-6,6.5,-1
O=C(Nc1ccon1)c1cc(-c2ccccc2)nc2ccccc12,28,-24,-1,-14,-4,0,16,-20,-0.2,-1
Cc1ccc(C(=O)Nc2nc(C)c(C(=O)Nc3ccc4c(c3)CCC4)s2)cc1,12,-48,13,33,41,30,-23,-2,2.3,16
COCCNc1cnn(-c2ccccc2)c(=O)c1Cl,8,-28,0,0,15,2,-39,-7,-22,-1
Cc1ccc(S(=O)(=O)NCC2CCC(C(=O)N3CCOCC3)CC2)cc1 (stereo not given),0,-12,2,1,-14,-10,-8,4,0.6,5
S=c1[nH]nc(-c2ccccc2)n1/N=C/c1ccc(-c2ccccc2Cl)o1,6,1,-2,5,151*,86,37,1,-0.2,7
O=C(Nc1ccc(F)cc1F)Nc1sccc1-c1nc2ccccc2s1,43,11,-2,23,3,-7,27,5,0.4,2
CC(C)(C)C(=O)NNC(=O)c1cnccn1,5,22,3,-7,7,-3,9,-2,-0.2,4
Cc1cc(OCC(=O)Nn2cnnc2)c(C)cc1Br,13,-42,-1,-7,-13,-8,11,-26,-0.1,1
O=c1c2c(n3nnnc3n1-c1ccccc1)-c1ccccc1CC21CCCC1,2,-13,-4,0,-21,-9,20,6,0.0,-3
CCc1cc2ccc(C)cc2nc1SCC(=O)c1ccc(NC(C)=O)cc1,6,-55,0,2,5,9,-5,3,0.3,0
CCn1nnc(NC(=O)CSc2ccc(Cl)cc2)n1,13,9,2,-1,4,2,-4,-4,0.0,-1
Cn1c(=O)n(Cc2ccccc2F)c(=O)c2c1nc1n2CCN1Cc1ccco1,12,-25,1,6,12,-1,26,1,0.3,-6
CCCN(CCC)CCCNC(=O)c1cn(-c2ccc(OC)cc2)c(=O)c2ccccc12,12,4,-6,-1,-2,-5,-2,-3,-1.0,-12
[O-][n+]1cccc2c(Br)cc(Br)c(O)c21,-197*,-15,1,76*,6,7,-17,-3,-0.1,2
O=C1CSC(=Nc2ccccc2)N1,16,-26,0,0,-1,-6,2,-1,-0.5,-1
O=C(Cc1ccc(S(=O)(=O)N2CCOCC2)s1)NCCc1ccc(F)cc1,1,/,/,5,5,3,-11,15,-0.1,/
Cn1c(=O)n(C)c2cc(N3CCOCC3)c(NC(=O)c3ccc(F)cc3)cc21,22,12,-7,-3,-6,-6,-6,-2,0.6,-2
CC(=O)c1cccc(NS(=O)(=O)c2c(C(=O)N3CCOCC3)c(C)n(C)c2C)c1,19,-23,-4,1,-5,-2,10,11,0.2,-14
CN(Cc1ccccc1)C(=O)c1ccccc1NC(=O)C1CC1,5,-27,2,-10,-8,-6,7,4,-0.1,1
Cc1ccc(/C=C/C(=O)C2C(=O)c3ccccc3C2=O)cc1,33,-21,4,?,19,8,19,-1,-0.3,-4
C/C(=N\Nc1nnc(C)c(=O)[nH]1)C(=O)O,34,-10,-5,-8,-14,0,-16,-3,0.2,-11
CCN(CC)C(=O)c1ccc(CS(=O)(=O)c2ccc(OC)cc2)o1,20,-10,3,1,1,3,17,-4,/,-3
CC(C)OCCCNC(=O)c1ccc(NC(=O)C2CCCO2)cc1 (stereo not given),17,-27,-2,-3,-6,1,10,6,-0.7,3
O=C(N/N=C/c1ccc([N+](=O)[O-])cc1)c1cc2ccccc2o1,25,11,2,8,18,-4,-3,-8,0.2,-2
COc1ccc(C(=O)C(Cc2cc(C(C)=O)ccc2OC)N2CCCC2)cc1 (stereo not given),25,-8,-2,5,4,3,-9,0,-0.2,0
Cc1ccc(-c2nn(-c3ccccc3)cc2C2SCC(=O)N2Cc2ccccc2)o1 (stereo not given),7,-7,0,14,12,6,20,10,0.2,5
CC(C)c1ccc(C(N)=S)cc1,-8,-6,-2,-12,-1,-5,-4,-21,-38,5
Cc1ccc(C(C)(O)CS(=O)(=O)Cc2ccccc2Cl)cc1 (stereo not given),18,-7,1,1,112*,51,-2,-5,-9.9,-5
Cn1cnnc1SCC(=O)c1ccc(OC(F)F)cc1,12,-1,-3,-3,-15,1,-30,1,-0.7,2
C/C(Cl)=C/Cn1c(NCCN(C)C)nc2c1c(=O)n(C)c(=O)n2C,-5,-3,-1,-5,0,-1,16,0,-4.1,4
COc1ccc(NC(=S)N(CCCOC(C)C)C2CCN(C(C)=O)CC2)cc1Cl,16,-25,0,-4,23,8,-15,-1,0.9,-1
O=C1CCN(CCc2ccccc2)CCN1[C@H](CSc1ccccc1)Cc1ccccc1,17,-12,6,15,1,8,10,1,0.2,-1
C/C(=C\C(=O)OCCCCCCCCC(=O)O)C[C@@H]1OC[C@H](C[C@@H]2O[C@H]2[C@@H](C)[C@H](C)O)[C@@H](O)[C@H]1O,-173*,/,/,103*,-25,-10,-2,-5,4.4,/
COc1cccc(NC(=O)CSc2nnc(-c3ccoc3C)n2CC2CCCO2)c1 (stereo not given),19,-22,-1,-3,16,-7,6,-3,0.1,3
CCCNC(=O)NC(=O)CSc1cccc(C(F)(F)F)c1,15,-32,-1,9,77*,37,13,-3,-0.4,1
COc1ccc(NC(=O)C(C)NS(=O)(=O)c2ccccc2)cc1Cl (stereo not given),25,-28,0,1,/,/,-1,-1,-0.4,0
COC(=O)C(NS(C)(=O)=O)(c1c(C)[nH]c2ccccc12)C(F)(F)F (stereo not given),28,-6,1,4,1,1,-4,-2,0.0,-3
CC(=O)c1ccc(C(=O)Nc2ccc(N3CCOCC3)cc2)cc1,1,-10,-1,-2,11,-2,-17,12,0.1,-4
COc1cccc(N2CCN(S(=O)(=O)c3ccc4c(c3)oc(=O)n4C)CC2)c1,2,-31,-4,3,-5,5,8,-2,-0.2,1
N#CCSc1nnc2ccc3ccccc3n12,8,-10,0,0,-29,-10,17,-11,-0.1,-2
CC(C)C(=O)N1CCN(CCN=CC2=C(O)CC(c3ccco3)CC2=O)CC1 (stereo not given),5,-23,0,-21,2,-7,-6,-4,0.0,-12
CCOc1ccc(CC(=O)NNC(=S)NCCc2ccccc2)cc1,11,-33,-2,-9,20,21,-10,-6,-0.7,1
N#CCCN(C(=O)COc1ccc(Cl)cc1Cl)c1ccccc1,17,-18,-4,-1,/,/,2,-3,/,4
Cn1ncc(Cl)c1C(=O)NCc1ccco1,7,-34,0,-10,10,-1,-16,-7,-0.1,4
CNC(=O)COc1coc(CN2CCN(Cc3ccccc3)CC2)cc1=O,12,6,-3,4,9,0,17,0,0.3,4
O=C(CCS(=O)(=O)c1cccc2nonc12)N1CC(=O)N(CCc2ccccc2)C(=O)C1,13,8,4,5,6,3,-1,0,0.0,0

# At a glance, part of the list above.
SMILES,AI-2 QS modul,KLF5 inh,HSP90 inh,SKKanGAS inh,HSF1 activator,HSF1 inhib,aSyn UTR inh,Platelet DG rel,HIF act,IEC-6 cytotox
Cn1ncc(Cl)c1C(=O)NCc1ccco1,7,-34,0,-10,10,-1,-16,-7,-0.1,4
CNC(=O)COc1coc(CN2CCN(Cc3ccccc3)CC2)cc1=O,12,6,-3,4,9,0,17,0,0.3,4
O=C(CCS(=O)(=O)c1cccc2nonc12)N1CC(=O)N(CCc2ccccc2)C(=O)C1,13,8,4,5,6,3,-1,0,0.0,0

# (continued)
SMILES,AI-2 QS modul,KLF5 inh,HSP90 inh,SKKanGAS inh,HSF1 activator,HSF1 inhib,aSyn UTR inh,Platelet DG rel,HIF act,IEC-6 cytotox
CN1CCN(c2ccccc2NC(=O)COc2ccc(Cl)cc2)CC1,15,-13,-2,14,2,-3,-7,1,-0.8,1
O=C(NCC1CC1)c1ccc2c3n(nc2c1)-c1ccccc1CO3,8,/,/,1,58*,30,-47,26,0.3,/
C/C(=N\NC(=O)c1nnn(-c2nonc2N)c1CN1CCCCCC1)c1ccc(Br)cc1,-2,32,3,3,-17,-8,18,-4,0.2,5
CC(c1ccccc1)n1cnc2ccccc21 (stereo not given),23,12,1,-6,5,-2,10,7,-0.4,1

# Results in KLF5 inh, IEC-6 cytotox and Platelet DG rel, for 2 of the compounds above:
mol,KLF5 inh,IEC-6 cytotox,Platelet DG rel
O=C(NCC1CC1)c1ccc2c3n(nc2c1)-c1ccccc1CO3,/,/,26
C/C(=N\NC(=O)c1nnn(-c2nonc2N)c1CN1CCCCCC1)c1ccc(Br)cc1,32,5,-4
